Mot1-301 SUMO: blocks SUMOylation pathway, rescuing yeast Mot1-301 growth; S. cerevisiae Mot1-301 growth rescue, ATP luminescence, 38.5C; percent above DMSO median, 100 means doubled; growth rescue, % at 18.8 µM; 320,000 tested, 1% active; AID 2716;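 active = every valid replicate shows activation above 250% relative to neutral control wells; inactive = the rest, any valid replicate at or below 250%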;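 note: OY570 slx delta 5 strain wells were the positive control but not used for scaling; some compounds called inactive have numbers as strong as hits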
NSD2 inh: NSD2 (human) methyltransferase inhibition; O96028; NSD2 peptide methylation, AlphaScreen, 120 min; inhibition, % at 12.5 µM; 310,000 tested, 0.54% active; in the data active = inhibition above about 50%
Target sequence (O96028 whole entry, looked up): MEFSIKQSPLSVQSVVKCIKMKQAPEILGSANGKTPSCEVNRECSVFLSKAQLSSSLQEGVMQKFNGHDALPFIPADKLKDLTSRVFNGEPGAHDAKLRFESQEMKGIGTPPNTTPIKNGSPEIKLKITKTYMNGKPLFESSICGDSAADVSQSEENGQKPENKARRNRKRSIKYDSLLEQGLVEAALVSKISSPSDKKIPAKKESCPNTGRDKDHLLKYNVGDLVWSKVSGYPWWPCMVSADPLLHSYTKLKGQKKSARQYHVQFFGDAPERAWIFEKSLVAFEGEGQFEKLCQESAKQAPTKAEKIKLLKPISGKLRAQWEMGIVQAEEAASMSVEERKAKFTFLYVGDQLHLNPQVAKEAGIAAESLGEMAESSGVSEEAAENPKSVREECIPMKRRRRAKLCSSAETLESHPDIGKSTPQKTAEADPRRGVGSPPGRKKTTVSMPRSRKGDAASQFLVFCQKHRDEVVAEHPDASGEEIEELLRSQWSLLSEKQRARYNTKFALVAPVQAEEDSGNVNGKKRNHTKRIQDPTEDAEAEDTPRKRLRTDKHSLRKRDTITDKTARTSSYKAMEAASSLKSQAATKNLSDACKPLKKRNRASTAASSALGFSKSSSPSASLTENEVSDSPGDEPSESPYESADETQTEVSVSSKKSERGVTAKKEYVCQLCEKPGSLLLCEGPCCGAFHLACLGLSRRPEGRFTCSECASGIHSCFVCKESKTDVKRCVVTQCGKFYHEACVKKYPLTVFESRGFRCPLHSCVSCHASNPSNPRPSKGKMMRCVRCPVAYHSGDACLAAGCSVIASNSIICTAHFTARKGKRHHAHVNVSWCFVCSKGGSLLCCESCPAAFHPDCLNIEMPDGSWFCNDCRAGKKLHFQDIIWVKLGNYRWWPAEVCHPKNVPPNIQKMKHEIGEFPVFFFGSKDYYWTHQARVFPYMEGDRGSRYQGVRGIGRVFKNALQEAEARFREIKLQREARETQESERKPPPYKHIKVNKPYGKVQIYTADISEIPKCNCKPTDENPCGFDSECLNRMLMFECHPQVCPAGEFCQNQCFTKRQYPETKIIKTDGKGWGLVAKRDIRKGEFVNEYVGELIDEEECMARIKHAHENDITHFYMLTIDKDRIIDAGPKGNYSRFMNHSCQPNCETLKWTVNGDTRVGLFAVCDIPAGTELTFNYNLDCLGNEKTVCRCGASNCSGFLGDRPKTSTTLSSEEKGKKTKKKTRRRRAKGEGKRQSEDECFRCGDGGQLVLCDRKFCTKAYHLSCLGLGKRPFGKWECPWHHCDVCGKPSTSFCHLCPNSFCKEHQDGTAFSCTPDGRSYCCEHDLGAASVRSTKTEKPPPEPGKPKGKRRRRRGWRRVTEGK
Starred values were filed as active, the others as inactive; nt = no result given.

CN(CCOc1ccc(NS(C)(=O)=O)cc1)CCc1ccc(NS(C)(=O)=O)cc1
  Mot1-301 SUMO: -1.1 | NSD2 inh: nt
CC(=O)O[C@@]12CO[C@@H]1C[C@H](O)[C@@]1(C)C(=O)[C@H](O)C3=C(C)[C@@H](OC(=O)[C@H](O)[C@@H](NC(=O)OC(C)(C)C)c4ccccc4)C[C@](O)([C@@H](OC(=O)c4ccccc4)[C@H]21)C3(C)C
  Mot1-301 SUMO: 4.3 | NSD2 inh: nt
C[C@@H]1C[C@H]2[C@@H]3C[C@H](F)C4=CC(=O)C(Cl)=C[C@]4(C)[C@@]3(F)[C@@H](O)C[C@]2(C)[C@@]1(O)C(=O)CO
  Mot1-301 SUMO: 19.1 | NSD2 inh: nt
COc1cccc2c(NCc3ccccc3)nc(-n3c(N)nc4ccccc43)nc12
  Mot1-301 SUMO: nt | NSD2 inh: -0.5
CCCCN(CCCC)CC(O)c1cc(Cl)cc2c1-c1ccc(Cl)cc1/C2=C/c1ccc(Cl)cc1 (stereo not given)
  Mot1-301 SUMO: nt | NSD2 inh: 1.6
COC(=O)Nc1nc2ccc(C(=O)C3CC3)cc2[nH]1
  Mot1-301 SUMO: nt | NSD2 inh: -2.5
Cc1ccc(Nc2c(F)cccc2Cl)c(CC(=O)O)c1
  Mot1-301 SUMO: nt | NSD2 inh: -2.2

Compound profiles (already shown):
CCCCN(CCCC)CC(O)c1cc(Cl)cc2c1-c1ccc(Cl)cc1/C2=C/c1ccc(Cl)cc1 (stereo not given) as listed: Mot1-301 SUMO: nt; NSD2 inh: 1.6
CN(CCOc1ccc(NS(C)(=O)=O)cc1)CCc1ccc(NS(C)(=O)=O)cc1 as listed: Mot1-301 SUMO: -1.1; NSD2 inh: nt

Bioassay records (PubChem BioAssay)

Not all compounds are listed, so the mix of outcomes need not match the whole.
